High-throughput results deposited in PubChem BioAssay by Broad Institute.
PglD inh: inhibitors of Campylobacter jejuni PglD acetyltransferase; purified PglD enzyme, DTNB colorimetric CoA detection; inhibition, % at 12.5 µM; hit rate 0.098% among 360,000; in the data active = inhibition above about 16%, passing the limit was not always enough; inconclusive = no clear call, values can overlap the other calls; also: strong numbers were not always called active
Cneo AK release: causes C. neoformans cell lysis | lysis activity, % at 15 µM | AID 651654 | adenylate kinase release luminescence, 4 h; normalised: neutral wells 0, clomiphene wells 100 | hit rate 0.2% among 360,000;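 active = mean lysis activity across replicates of at least 80%, whatever share of replicates individually reach that level; inactive = mean lysis activity below 80%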
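Material – log-phase Cryptococcus neoformans yeast cells · Input – 5 × 10^6 yeast cells/mL · Medium – fresh YPD growth medium · Doses – single compound concentration per well · Timing – static 4 h at 37 °C with compound, 1 h detection · Detection – adenylate kinase release luminescence · Read-out – signal increase indicating cell lysis · Control set – Clomiphene as positive lysis control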
LGR2 antag: Drosophila LGR2 receptor signaling inhibition. HEK293 LGR2, CRE-luciferase, bursicon-stimulated, 4 h. inhibition, % at 9.99 µM. hit rate 0.35% among 380,000;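 active = drop in luminescence signal, shown as inhibition above about 50% in the replicate tests, limit read from the data, passing the limit was not always enough; inconclusive = probably only some replicates passing the limit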;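 also: agonist challenge used bursicon conditioned medium at about half maximal strength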
INS-1E GSIS act: primary screen for activators of insulin secretion dependent on glucose, INS-1E cells, GLuc reporter luminescence. INS-1E GLuc reporter insulin secretion, 2-3 h. activation, % at 16.6 µM. hit rate 0.61% among 370,000. AID 743287;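 active = lowest replicate activation of at least 40%, so every replicate reaches that level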;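 also: 0% = median of neutral control wells and 100% = median of IBMX positive control wells; some compounds called inactive have numbers as strong as hits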
ARNT-TACC3 inh: ARNT/TACC3 interaction disruption. AlphaScreen His-ARNT PAS-B/GST-TACC3 binding, luminescence; TACC3 fragment carries E629A point mutation. Q9Y6A5. inhibition, % at 9.99 µM. hit rate 0.66% among 390,000;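 active = mean inhibition of replicates at least 50% and at least half of replicates each reaching 50%; inconclusive = half or more replicates reach 50% but mean below 50%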;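 also: 0% = complete ARNT plus TACC3 wells and 100% = ARNT alone without TACC3; many hits fall short of the cut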
PGC1a acetyl inh: lowers PGC1a acetylation signal in U2OS cells. AlphaScreen anti-acetyl-lysine; with virally co-expressed GCN5 acetyltransferase. inhibition, % at 15.6 µM. hit rate 0.17% among 350,000;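 active = every replicate shows inhibition of at least 40%; inconclusive = mean inhibition at least 40% but some replicate below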;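 also: 0% = neutral control wells and 100% = positive control wells; some results beyond the cut were filed as inactive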
C2C12 statin: protects C2C12 myotubes from simvastatin toxicity. ATP luminescence, 48 h; scaled: DMSO 0, geranylgeraniol control 100. rescue of ATP level, % at 7.49 µM. hit rate 0.78% among 330,000;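 active = mean ATP rescue above about 67%, or every replicate alone reaching that limit, limit read from the data, passing the limit was not always enough; inconclusive = no clear call, values can overlap the other calls; inactive = mean under the limit and some replicate under it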;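 also: myotubes were challenged with 10 µM simvastatin during compound exposure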
PAX8 reporter: inhibitors of PAX8 transcriptional activity in RMG-I cells; RMG-I TPO-luciferase reporter, SteadyGlo, 24 h; inhibition, % at 12.6 µM; hit rate 1.2% among 360,000;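 active = mean replicate inhibition at least 60% with every replicate also reaching 60%; inconclusive = only one of the two criteria is met; inactive = mean below 60% and not all replicates reaching 60%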;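 also: luciferase light reporting Pax8 driven TPO promoter activity; plate controls were median of neutral control wells for no effect and mitoxantrone controls for full effect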
* hit, by the source's call; ? = inconclusive; / = not tested or not shown; & = joins results of further samples.

SMILES	PglD inh	Cneo AK release	LGR2 antag	INS-1E GSIS act	ARNT-TACC3 inh	PGC1a acetyl inh	C2C12 statin	PAX8 reporter
COc1ccc(C(=O)N2CCNC(=O)C2)cc1S(=O)(=O)Nc1ccc(Br)cc1	-3	0	-4	6	/	10	10	12
CCOc1ccc2nc(N(CCN(CC)CC)C(=O)c3cccc([N+](=O)[O-])c3)sc2c1	3	-1	21	-5	7	0	/	-15
Cc1ccc(NC(=O)CSc2nc(=O)n(CCCN3CCOCC3)c3c2CCCC3)cc1	-7	1	4	6	-4	/	0	13
COCCNS(=O)(=O)c1ccc2c(c1)Cc1cc(S(=O)(=O)NCCOC)ccc1-2	5	2	2	2	4	8	-7	12
C[N+](C)(C)CCCCCCCCCC[N+](C)(C)C	0	1	4	/	8	1	0	-2
CC(C)C(=O)Nc1nnc(CCc2nnc(NC(=O)C(C)C)s2)s1	-1	-2	/	/	9	5	-1	/
C[C@@H]1CN([C@@H](C)CO)C(=O)Cc2cc(NC(=O)CCC(F)(F)F)ccc2O[C@H]1CN(C)C(=O)Nc1ccc(C(F)(F)F)cc1	-2	-1	9	-12	8	2	-18	16
COc1cc(CNn2cn[nH]c2=S)ccc1OCC(=O)NC(C)(C)C	4	0	7	10	11	0	2	-13
CN(C)S(=O)(=O)Oc1ccc(Cl)cc1C(=O)Nc1ccc(F)cc1F	/	/	16	7	-5	-3	/	-1
CCCCCN(C(=O)CCC(=O)OCc1cccc(Cl)c1)c1c(N)n(CCCC)c(=O)[nH]c1=O	1	0	7	7	/	11	2	3
C[C@@H]1CN([C@@H](C)CO)S(=O)(=O)c2ccc(C3=CCCCC3)cc2O[C@H]1CN(C)Cc1cccnc1	-6	-1	10	-6	-1	-5	-48	/
O=C(CSc1nc2ccccc2[nH]1)NC1CCS(=O)(=O)C1 (stereo not drawn)	1	-1	2	6	2	23	9	/
O=C(CCS(=O)(=O)Cc1ccccc1)N1CCc2ccccc2C1	-1	-2	/	2	4	3	6	/
O=C(C[C@H]1CC[C@@H]2[C@H](COC[C@H](O)CN2C(=O)C2CCCC2)O1)NCc1ccncc1	15	67	-16	4	6	1	-4	-22
CCCCn1c(SCC(=O)Nc2nc(C)cs2)nnc1-c1cccnc1	2	-2	-11	1	2	3	5	/
OCCN1CCN(CC/C=C2/c3ccccc3Sc3ccc(Cl)cc32)CC1	-7	4	/	/	16	-13	-25	9
CN(C)C(=O)C[C@@H]1C[C@@H]2c3cc(NS(=O)(=O)c4ccccc4)ccc3O[C@@H]2[C@H](CO)O1	-2	-3	-12	-3	-4	3	-3	/
O=C(O)CCc1ccc(-c2cccs2)n1Cc1ccco1	-5	-1	/	/	1	-2	-8	/
Cc1nc([N+](=O)[O-])c(N2CCN(Cc3ccccc3)CC2)n1Cc1ccccc1	3	-2	/	/	2	13	/	/
CC(C)(C)n1nc(-c2ccc(F)cc2)c2c(N)ncnc21	-1	-7	/	/	4	/	-10	/
CC(=O)N(CCC(Cc1ccccc1)c1ccco1)Cc1ccco1 (stereo not drawn)	-1	-1	-6	-11	2	-10	8	1
CCCCn1c(SCC(=O)Nc2sc3c(c2C(N)=O)CCC3)nnc1-c1ccccc1	6	3	/	/	0	-24	21	/
COCCCN(C(=O)CCOc1ccc(C)cc1)c1c(N)n(Cc2ccccc2)c(=O)[nH]c1=O	2	0	3	4	-7	0	7	6
Cc1cc(=O)n2nc(N3CCCC(C(=O)NCCC4=CCCCC4)C3)sc2n1 (stereo not drawn)	5	-4	/	/	4	-16	/	/
CC(C)c1cn(CC[C@@H]2CC[C@H](NC(=O)C3CC3)[C@H](CO)O2)nn1	1	-12	0	1	-8	-10	-2	-7
C/C(=N\NC(=O)c1ccc(Cn2cc(Br)cn2)o1)c1ccc(NC(=O)c2ccoc2C)cc1	0	-1	-12	1	1	/	-24	/
CC(=N\Nc1ccccc1)/C(=N/O)C(=O)Nc1ccccc1	2	-3	/	/	-2	7	/	/
CCCNC(=O)[C@H]1[C@H](CO)[C@H]2Cn3c(cccc3=O)[C@H]2N1Cc1ccccn1	-4	-4	-10	8	10	-5	-7	-7
CCOc1ccc(CN(Cc2ccco2)C(c2cccs2)c2nnnn2C(C)(C)C)cc1 (stereo not drawn)	-1	-2	/	/	16	-18	-12	/
CO[C@H]1CN(C)C(=O)c2cc(NC(=O)c3ccc(-c4ccccc4)cc3)ccc2OC[C@H](C)NC[C@H]1C	-3	2	/	20	5	-21	-46	14
CC(=O)Nc1cccc(NC(=O)NC2CC(=O)N(c3ccc4c(c3)OCCO4)C2)c1 (stereo not drawn)	0	0	/	/	/	-7	1	-4
Nc1nonc1-n1nnc(C(=O)N/N=C/c2ccc(Cl)cc2Cl)c1CN1CCCC1	3	1	-10	9	0	/	-3	-9
CN(Cc1ccc2nonc2c1)Cc1nc(Cc2cccc(F)c2)no1	/	/	-3	-30	5	/	/	-8
Cc1cc(C(=O)NNC(=O)COc2ccccc2Cl)n[nH]1	2	5	5	-21	2	0	18	14
CS(=O)(=O)N1CCN(c2ccc(NC(=S)NC(=O)c3ccccc3[N+](=O)[O-])cc2)CC1	/	/	/	-2	-15	3	/	2
Cc1noc(C)c1NC(=O)Nc1cccc2c1O[C@H](CN(C)CC1CCCCC1)[C@H](C)CN([C@H](C)CO)C2=O	18*	55	-12	4	-4	-2	23	-14
Cc1nc(-c2cccc(NC(=O)C3CCCCC3)c2)cs1	-1	0	-8	-25	6	-3	-28	-22
COc1ccc(S(=O)(=O)Nc2cccc3c2O[C@H](CN(C)S(=O)(=O)c2cccs2)[C@H](C)CN([C@H](C)CO)C3=O)cc1	3	1	-10	9	-4	-2	/	/
CCCCN(C(=O)c1cccc(N2C(=O)c3ccccc3C2=O)c1)c1c(N)n(CCCC)c(=O)[nH]c1=O	/	0	1	16	/	-11	8	4
Cc1cccc2sc(N(CCCN(C)C)C(=O)CCc3ccccc3)nc12	5	5	-15	-11	/	/	/	-2
Cc1cc(C(=O)N2CCN(c3ccccc3O)CC2)c(C)o1	6	-2	2	-5	-1	/	/	-22
C[C@@H]1CN([C@H](C)CO)C(=O)CCCn2nncc2CO[C@@H]1CN(C)S(=O)(=O)c1ccccc1C#N	2	-1	6&-23	6&-5	/	3&8	3	-4
O=C1CC(c2ccccc2)CC(O)=C1C=NCc1ccncc1 (stereo not drawn)	/	/	-2	1	-2	-1	/	-5
O=C(O)C1CC(=O)N(c2ccc(F)c(F)c2)C1 (stereo not drawn)	/	1	/	/	-5	-9	-8	/
O=C(CSc1nc2ccccc2c(=O)n1Cc1ccccc1)NCc1ccco1	-3	0	-3	81*	-7	-5	-47	/
C[C@H]1CN([C@@H](C)CO)C(=O)c2cccc(NC(=O)C3CCCCC3)c2O[C@H]1CN(C)CC1CC1	-13	0	-2	4	-5	16	-23	/
CCOC(=O)c1nnn(-c2nonc2N)c1COc1ccc(F)cc1	5	2	/	/	-2	/	-5	/
Cc1cc(NS(=O)(=O)c2ccc(NS(=O)(=O)c3cc(C)c(Cl)cc3Cl)cc2)no1	0	1	17	-6	-17	3	3	3
Cc1ccc(NC(=O)CCN2CCN(CCO)CC2)cc1Br	-6	-1	-5	0	-2	6	-4	-14
Cc1cccn2c(=O)c3cc(S(=O)(=O)c4ccc(Br)cc4)c(=N)n(C4CCCC4)c3nc12	-3	0	-12	3	1	-5	4	-3
O=c1c2ccccc2[nH]c(=S)n1CCN1CCN(Cc2ccccc2)CC1	-5	1	/	/	-2	-11	-1	/
O=C(CN1CCOCC1)NCC12CC3CC(CC(C3)C1)C2	7	-4	-3	23	-6	3	12	/
CN(CC(=O)Nc1ccc(F)c(F)c1F)C(=O)c1nn(Cc2ccccc2)c(=O)c2ccccc12	-3	4	-7	-37	-1	4	6	2
O=C(CN(Cc1ccco1)C(=O)c1ccc(Cl)cc1)Nc1c(Cl)cc(Cl)cc1Cl	/	/	0	7	-9	/	/	19
COC(=O)c1sc2nc3c(cc2c1N)COC(C)(C)C3	-4	4	-76	2	-27	-3	-10	/
NS(=O)(=O)c1ccc(NC(=O)COC(=O)c2ccc([N+](=O)[O-])s2)cc1	1	-3	15	-6	34	/	?	20
CN(C)CCCN(C(=O)c1ccc2c(c1)CCCC2)c1nc2ccc(Cl)cc2s1	/	/	7	102	16	/	/	4
COc1ccc(NS(=O)(=O)c2cc(C(=O)N(C)CCc3ccccn3)ccc2Cl)cc1	3	0	-22	-17	4	0	5	-6
Cc1ccc(-c2nc3c(c(SCC(=O)N4CCCC4)n2)COC(C)(C)C3)cc1	-3	1	9	44*	/	10	-4	14
CC(C)C#Cc1cnc2c(c1)C(=O)N([C@H](C)CO)C[C@@H](C)[C@H](CN(C)C(=O)c1ccccc1F)O2	-2	1	-11	-10	1	-25	-37	7
Continuation.
SMILES	PglD inh	Cneo AK release	LGR2 antag	INS-1E GSIS act	ARNT-TACC3 inh	PGC1a acetyl inh	C2C12 statin	PAX8 reporter
CCN1CCN(S(=O)(=O)c2ccc(Cl)c(C(=O)Nc3ccc(OC(F)F)cc3)c2)CC1	-3	1	-9	-17	-1	/	-5	12
CO[C@@H]1CN(C)C(=O)c2cc(NC(=O)Nc3ccc4c(c3)OCO4)ccc2OC[C@@H](C)NC[C@@H]1C	-2	-1	-31	0	7	2	-14	-182
C/C=C/c1ccc([C@H]2[C@@H](CO)N(C(=O)C3CC3)[C@H]2CN(C)C(C)=O)cc1	3	1	-3	0	-7	6	3	-12
Cc1cc(=O)n2c(sc3ccccc32)c1C#N	/	/	-16	-17	-7	22	2	-7
COc1ccc(NC(=O)CN(C)C(=O)c2ccc3ccccc3n2)cc1	2	0	26	-4	-5	/	9	6
O=S(=O)(c1ccc(S(=O)(=O)N2CCCC3(CCCCC3)C2)cc1)N1CCCCC1	/	/	3	4	-4	/	-2	/
CN(C)CCNc1ncnc2c1ncn2[C@H]1CN(CCc2ccccc2)C[C@@H](CO)O1	5	0	-1	-7	/	-4	3	-1
OC12CCCCC1C(c1ccc3c(c1)OCO3)N(Cc1ccc(F)cc1)CC2 (stereo not drawn)	5	-2	/	/	0	/	7	/
COC(=O)c1sccc1-c1ccc(/C=N/OC(=O)c2cccs2)o1	0	9	14	4	2	-5	1	-17
COc1ccc(CCN2C(=O)NC(NC(=O)CC(C)C)(C(F)(F)F)C2=O)cc1OC (stereo not drawn)	5	6	-4	7	-9	3	/	-17
Cc1nn(C)c(C)c1CNC(=O)/C=C/c1ccccc1F	-1	-3	-2	-2	-7	-2	/	2
COc1ccc(NC(=O)CSc2ccccc2)cc1S(=O)(=O)N1CCOCC1	-1	-5	6	-6	0	/	7	-5
COCCN(C[C@@H]1[C@@H](c2ccccc2)[C@H](CO)N1C(=O)C1CC1)C(C)=O	2	0	-2	9	-2	-9	12	3
CCCOc1ccc(C(=O)NCCO)cc1	-2	-3	/	/	-1	2	7	-2
CCOC(=O)C1=C(c2ccccc2)OC(N)=C(C#N)C1c1cccnc1 (stereo not drawn)	-13	2	-3	32	-3	-5	-1	-11
Cn1nnnc1SCC(=O)Nc1ccccc1C(=O)NCc1ccccc1	-2	-2	-10	-1	-1	1	-12	/

Single records (already shown). Screens in order: PglD inh | Cneo AK release | LGR2 antag | INS-1E GSIS act | ARNT-TACC3 inh | PGC1a acetyl inh | C2C12 statin | PAX8 reporter
COc1ccc(CCN2C(=O)NC(NC(=O)CC(C)C)(C(F)(F)F)C2=O)cc1OC (stereo not drawn) is listed as 5 | 6 | -4 | 7 | -9 | 3 | / | -17
COc1ccc(NC(=O)CSc2ccccc2)cc1S(=O)(=O)N1CCOCC1 is listed as -1 | -5 | 6 | -6 | 0 | / | 7 | -5
